KCC2 mod: KCC2 (human) Cl- transport modulation; Q9H2X9; KCC2 cells, thallium flux FluoZin-2 fluorescence; B-score of Tl+ flux slope (higher = more flux/activation; lower = inhibition) at 10 µM; actives 2.2% (n = 190,000);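 active = thallium flux slope and its plate-corrected score both differing from the plate sample mean at a set confidence after two filtering rounds, in either direction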;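 also: slope of fluorescence scaled to starting intensity during 10 to 20 s after thallium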
Wee1 stabilizer: blocks degradation of human Wee1 kinase | reporter increase, % at 5 µM | HeLa Luc-Wee1K328M stability, luciferase luminescence; 100% = proteasome inhibitor MG132 effect | actives 1.2% (n = 220,000) | AID 1321 | P30291;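 active = activation above the mean of all tested compounds plus 3 SD, set per screening run, cut at about 8.8% in these data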;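 also: cells exposed to compound for 20 h before luminescence read; 0% = DMSO alone and 100% = MG132 at 30 µM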
Target sequence (P30291 whole entry K328M): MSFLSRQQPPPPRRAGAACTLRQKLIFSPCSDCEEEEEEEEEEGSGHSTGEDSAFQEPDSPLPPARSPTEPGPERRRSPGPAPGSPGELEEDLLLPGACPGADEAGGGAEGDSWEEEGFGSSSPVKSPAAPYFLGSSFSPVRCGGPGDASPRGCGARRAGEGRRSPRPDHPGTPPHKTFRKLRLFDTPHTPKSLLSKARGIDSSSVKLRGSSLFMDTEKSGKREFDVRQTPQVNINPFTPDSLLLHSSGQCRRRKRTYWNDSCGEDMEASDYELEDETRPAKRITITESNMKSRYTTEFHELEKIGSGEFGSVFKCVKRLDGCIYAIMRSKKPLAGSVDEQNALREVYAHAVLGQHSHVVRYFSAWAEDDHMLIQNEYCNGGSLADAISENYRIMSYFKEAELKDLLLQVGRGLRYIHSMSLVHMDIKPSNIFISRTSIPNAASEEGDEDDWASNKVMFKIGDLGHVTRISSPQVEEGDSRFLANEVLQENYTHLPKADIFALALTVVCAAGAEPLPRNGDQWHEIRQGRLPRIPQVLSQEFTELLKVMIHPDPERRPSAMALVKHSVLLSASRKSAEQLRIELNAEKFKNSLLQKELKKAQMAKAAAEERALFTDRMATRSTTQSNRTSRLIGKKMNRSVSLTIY
FXIa inh: factor XIa (human) inhibition. P03951. purified FXIa, Boc-Glu-Ala-Arg-AMC fluorogenic substrate. inhibition, % at 5 µM. actives 0.14% (n = 220,000). AID 798;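 active = inhibition of at least 40%; inactive = inhibition below 40%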;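 also: fluorescence of freed AMC excited at 355 nm; 0% = enzyme without compound and 100% = no enzyme blank; many of its hits are not listed in these tables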
PERK inh: inhibitors of human PERK kinase; Q9NZJ5; CHO PERK-DD fusion, SEAP luminescence translation reporter; inhibition, % at 5.6 µM; actives 0.17% (n = 220,000); AID 1416;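 active = inhibition above the mean inhibition of all tested compounds plus 3 SD, set separately per screening campaign, cut at about 2.9% in these data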;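 also: PERK kinase domain activated by AP20187 dimerizer at 100 nM; 0% = DMSO with dimerizer and 100% = rapamycin at 8.4 µM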
Thrombin inh: blocks human thrombin protease activity; inhibition, % at 5 µM; alpha-thrombin, Boc-VPR-AMC fluorogenic substrate cleavage; AID 1046; actives 0.26% (n = 220,000); P00734;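 active = inhibition at or above 40%; inactive = inhibition below 40%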;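 also: 0% = enzyme with no compound and 100% = wells without enzyme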
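Test system: human alpha-thrombin protein / Dosing: one concentration per compound, 5 µM, with 0.2% DMSO / Medium: pH 7.5 Tris-saline with Tween 20 / Benchmarks: no-compound enzyme wells and no-enzyme blanks / Read-out basis: percent inhibition of thrombin substrate cleavage / Timing: reaction at room temperature / Measured by: fluorescence, ex 355 nm, em 460 nm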
KLK5 inh: blocks human kallikrein 5 protease activity | recombinant hK5, fluorogenic AMC substrate cleavage | actives 0.59% (n = 210,000) | Q9Y337 | inhibition, % at 5 µM;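 active = inhibition of 40% or more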;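 also: 0% = enzyme controls without compound and 100% = no-enzyme blanks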
Target sequence (Q9Y337 67-293 limits assumed): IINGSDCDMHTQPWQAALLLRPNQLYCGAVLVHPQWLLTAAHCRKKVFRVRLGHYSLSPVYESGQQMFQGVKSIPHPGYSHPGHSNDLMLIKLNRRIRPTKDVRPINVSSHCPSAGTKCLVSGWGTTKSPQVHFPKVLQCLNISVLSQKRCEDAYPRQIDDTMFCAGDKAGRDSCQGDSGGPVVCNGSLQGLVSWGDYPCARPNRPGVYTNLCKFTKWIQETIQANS
Furin inh: inhibitors of human furin; P09958; purified furin, fluorogenic substrate cleavage; inhibition, % at 30 µM; actives 0.061% (n = 220,000); AID 463115; in the data active = inhibition above about 25%; also: inactives centre near -15
FXIIa inh: inhibitors of human coagulation factor XIIa; purified FXIIa, Boc-QGR-AMC fluorogenic substrate, 2 h; actives 0.3% (n = 220,000); P00748; AID 800; inhibition, % at 5 µM; in the data active = inhibition above about 40%;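 also: 0% = enzyme with no compound and 100% = blank without enzyme; many of its hits are not listed in these tables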
p97 inhibitor: inhibitors of human p97 ATPase | AID 1481 | inhibition, % at 8 µM | recombinant p97 ATPase, Kinase-Glo ATP luminescence, 3 h | P55072 | actives 0.42% (n = 220,000); in the data active = inhibition above about 15%;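 also: 0% = DMSO vehicle and 100% = wells lacking enzyme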
An asterisk follows results filed as active; . = no result given; [ ] = another dose, or the depositor's remark. Compounds were not picked by outcome (roughly 4.4% active in at least one column).

no.	smiles	KCC2 mod	Wee1 stabilizer	FXIa inh	PERK inh	Thrombin inh	KLK5 inh	Furin inh	FXIIa inh	p97 inhibitor
1	O=C(CN1C(=O)NC2(CCCc3ccccc32)C1=O)N1CCN(C(=O)c2ccco2)CC1 (stereo unspecified)	.	-0.8	0.9	1.1	-6.1	-3.1	1.5	5.3	-4.9
2	Cc1ccc(-c2noc(CN(C(=O)Cc3ccccc3)C(C)C)n2)cc1	-0.0851	-2.9	-0.9	-0.1	-4.8	-4.2	-5.9[20 µM]	12.9	-0.4
3	Cc1c(Cl)c([N+](=O)[O-])nn1CCCC(=O)Nc1sc2c(c1C#N)CCC2	.	3.2	-0.4	-0.7	-7.0	-15.0	-13.6[20 µM]	4.4	-0.1
4	O=S(=O)(CCc1nc2ccccc2s1)c1ccc(Cl)cc1	-0.461	0.2	-9.6	-0.2	-4.8	-7.1	-12.4[20 µM]	-0.3	-4.2
5	Cc1ccc(OCCN2C(=O)c3ccccc3C2=O)c(C)c1	.	-1.1	-4.8	-0.4	-5.8	-2.8	0.7[20 µM]	-7.0	-10.6
6	Nc1ncccc1OCc1ccc(Br)cc1	0.389	7.9	-3.0	0.5	2.4	-9.0	-9.9	3.7	1.5
7	COc1ccc(C(=O)COC(=O)c2cccnc2Cl)c(OC)c1	-0.0477	-0.9	23.7	0.1	-1.1	-0.5	-11.3	8.8	-0.7
8	COc1ccc(NC(=O)Cc2c[nH]c3ccccc23)cc1S(=O)(=O)N1CCOCC1	0.787	3.0	0.0	1.4	-0.7	0.2	-26.0	5.1	0.2
9	CCOC(=O)CNC(=O)CNC(=O)c1nn(-c2ccc(OC)c(Cl)c2)c(=O)c2ccccc12	0.0766	-1.5	-0.6	0.0	-3.3	2.8	-15.1	13.2	5.8
10	COc1ccc2nc(NC(=O)CSc3nc4cccnc4n3C)sc2c1	0.109	1.7	7.8	0.0	-2.6	-19.7	-26.5[20 µM]	5.9	1.1
11	Cc1cc([N+](=O)[O-])ccc1NC(=O)CSc1nccc(=O)[nH]1	-0.988	-1.5	-2.4	0.1	3.7	-4.1	-22.3	5.5	-0.8
12	O=S(=O)(c1ccc(Cl)cc1)N1CCC(N2CCCCCC2)CC1	.	-2.2	-5.2	0.8	-9.1	-8.4	-23.8	6.1	2.1
13	CC(C)(C)CC(=O)Nc1nnc(SCC(=O)NCc2cccs2)s1	0.663	0.7	-3.9	0.4	-8.6	-0.8	-32.9	3.4	1.9
14	O=C(NC1CCCC1)C(c1ccccc1F)N(C(=O)Cc1cccs1)c1ccc2c(c1)OCCO2 (stereo unspecified)	-2.3	0.4	5.3	-0.2	3.6	1.2	-14.6	11.3	4.7
15	COc1ccc(OCCn2c(=O)sc3ccccc32)cc1	-0.962	13.1*	-1.8	1.4	-0.1	-5.8	-19.1	8.5	0.4
16	O=C(O)c1ccc(CSc2nnc(-c3ccccc3Cl)n2-c2ccccc2)cc1	0.00214	-2.6	-2.4	1.0	-1.9	0.2	-28.5	.	3.4
17	Cc1sc(=NC(=O)c2ccco2)n(C)c1-c1ccc(Cl)cc1	0.318	0.1	5.1	0.5	1.6	7.1	-17.6[20 µM]	13.9	2.6
18	Cc1ccc2sc(N(CCCN(C)C)C(=O)c3nc4ccccc4s3)nc2c1C	1.44	7.2	0.2	0.9	-10.1	1.5	-11.9	21.4	3.5
19	COc1ccc(/C=N/n2cnc3c([nH]c4ccc(F)cc43)c2=O)cc1CN1CCCC1	-0.996	5.0	-6.5	-1.4	0.9	14.9	2.6	21.6	-11.6
20	CCOc1ccc(-n2c(C)nnc2SCC(=O)N(CC)CC)cc1	-0.565	-1.5	-2.2	-0.1	-7.8	3.7	-15.5[20 µM]	9.2	2.5
21	Cc1onc(-c2ccccc2Cl)c1C(=O)NC1CCS(=O)(=O)C1 (stereo unspecified)	.	-1.3	8.5	0.7	2.0	-3.5	-14.6	15.2	1.9
22	CN(CC(=O)NCCc1ccc(F)cc1)Cc1cccc(Cl)c1	-1.82	7.4	36.3	0.7	18.8	18.0	-11.6	28.5	-12.1
23	CCCO/N=C1/C(=O)N(c2ccccc2)c2ccccc21	-1.13	-0.8	2.1	0.1	-6.3	2.4	-13.4	12.8	-5.5
24	CC(=O)NCC(=O)N1CCCC(C(=O)c2ccc(-c3ccccc3)c(F)c2)C1 (stereo unspecified)	.	0.9	3.5	0.7	-1.1	.	-28.2	11.6	2.2
25	Cc1csc2c(N3CCCCC3)ncnc12	1.66	4.2	5.5	1.3	-3.0	3.0	-11.9	7.4	7.2
26	O=S(=O)(/C=C/c1ccccc1)NC1CCCCCC1	-0.531	-0.3	-1.1	1.8	-2.2	-2.5	-15.9	5.8	-2.2
27	COc1ccc(OC)c(-n2c(SCC(=O)NCc3ccco3)nnc2-c2c[nH]c3ccccc23)c1	.	-0.5	15.1	-1.1	-13.6	-25.7	-9.2	20.7	-4.7
28	COc1ccc(/C=N/N=C/c2c[nH]c(=O)c(C#N)c2Nc2ccccc2)cc1	0.496	2.3	8.3	1.0	-16.1	-2.7	-14.5	8.4	9.0
29	CCOC(=O)CS(=O)(=O)c1ccccc1	0.904	6.0	0.2	1.5	4.5	0.9	-21.5[20 µM]	14.5	0.1
30	CCCC(=O)N1CCN(c2ccc(NC(=O)c3cccs3)cc2)CC1	-0.0481	2.9	-5.9	0.6	-18.4	4.5	-33.9	0.0	2.7
31	CCC1(C(=O)OC)NC(c2ccco2)C2C(=O)N(c3ccc(C)cc3)C(=O)C21 (stereo unspecified)	0.567	-1.1	4.7	1.1	5.0	-3.4	-22.9	17.4	6.0
32	O=C(/C=C/c1ccc(S(=O)(=O)N2CCOCC2)cc1)NC(=S)Nc1ccc(N2CCOCC2)cc1	1.15	-0.3	4.2	0.6	-7.7	-18.6	-16.2	2.4	4.1
33	CC1CCC(n2c(=S)[nH]c3ccccc3c2=O)CC1 (stereo unspecified)	29.5*	0.1	3.9	1.2	-4.2	-0.8	-20.4	12.7	-0.6
34	Cc1cc(C)c2c(n1)nn1c(NCCN3CCOCC3)cc(C)nc21	0.0133	2.3	-2.5	0.1	-5.5	-13.2	-32.2	-61.1	2.2
35	CCOC(=O)c1ccccc1NC(=O)CSc1nncn1C	.	-2.8	-2.9	1.0	-0.7	-2.1	-27.3	-0.1	7.5
36	CCOC(=O)c1cnn(-c2ccccc2)c1NC(=O)CN1CCCCC1	0.174	1.4	5.4	-0.4	1.9	4.3	-17.2	5.8	6.2
37	COC(=O)c1ccc(C2C(Oc3ccccc3)C(=O)N2CCc2ccc(OC)c(OC)c2)cc1 (stereo unspecified)	.	-2.3	8.2	-1.2	3.8	-4.7	-3.9[20 µM]	16.9	-0.3
38	O=C(CCN1C(=O)COc2ccccc21)NCc1cccs1	.	0.8	-7.3	-0.7	-9.1	-16.9	-22.6	4.3	1.9
39	CN1CCN(C(=O)C2=C[C@@H](c3csc4ccccc34)C[C@@H](OCCCCO)O2)CC1	0.637	4.1	3.0	0.1	-0.7	4.1	-22.5	9.3	3.6
40	CCN(CCNC(=O)CN(C)S(=O)(=O)c1cccc2nsnc12)c1ccccc1	-1.37	1.5	8.6	0.0	2.9	-5.8	-11.2[20 µM]	22.7	-1.9
41	COC(=O)C(C)(C)ONC(=O)Nc1ccc([N+](=O)[O-])cc1	0.0605	1.5	-1.2	-0.1	-1.5	7.6	-15.8	2.7	0.3
42	CCOC(=O)C1=C(C)NC(C)=C(C(=O)OCC)C1C(=O)OCC(=O)N1CCc2ccccc2C1	-0.0967	-2.2	-4.7	-1.3	-8.8	-34.6	4.4	3.5	-1.9
43	CCOC(=O)COc1nc(-c2ccc(Cl)cc2)cc(-c2ccco2)c1C#N	0.122	3.5	-4.2	-0.8	-3.4	-0.9	-18.1	-6.0	-6.8
44	CCOC(=O)C1=C(N)Oc2c(oc(CO)cc2=O)C1c1ccc(F)cc1 (stereo unspecified)	-1.09	1.2	4.2	0.3	4.8	-3.8	-2.0[20 µM]	13.4	1.1
45	Cc1ccc(S(=O)(=O)NCC(=O)N(CC(=O)NC2CCCC2)c2ccc3c(c2)OCCO3)cc1	-1.38	1.1	2.9	0.3	2.8	-11.6	-10.2	10.9	0.7

Reformatted: results already given
cpd	KCC2 mod	Wee1 stabilizer	FXIa inh	PERK inh	Thrombin inh	KLK5 inh	Furin inh	FXIIa inh	p97 inhibitor	SMILES
38	.	0.8	-7.3	-0.7	-9.1	-16.9	-22.6	4.3	1.9	O=C(CCN1C(=O)COc2ccccc21)NCc1cccs1
39	0.637	4.1	3.0	0.1	-0.7	4.1	-22.5	9.3	3.6	CN1CCN(C(=O)C2=C[C@@H](c3csc4ccccc34)C[C@@H](OCCCCO)O2)CC1
40	-1.37	1.5	8.6	0.0	2.9	-5.8	-11.2[20 µM]	22.7	-1.9	CCN(CCNC(=O)CN(C)S(=O)(=O)c1cccc2nsnc12)c1ccccc1
41	0.0605	1.5	-1.2	-0.1	-1.5	7.6	-15.8	2.7	0.3	COC(=O)C(C)(C)ONC(=O)Nc1ccc([N+](=O)[O-])cc1
42	-0.0967	-2.2	-4.7	-1.3	-8.8	-34.6	4.4	3.5	-1.9	CCOC(=O)C1=C(C)NC(C)=C(C(=O)OCC)C1C(=O)OCC(=O)N1CCc2ccccc2C1
43	0.122	3.5	-4.2	-0.8	-3.4	-0.9	-18.1	-6.0	-6.8	CCOC(=O)COc1nc(-c2ccc(Cl)cc2)cc(-c2ccco2)c1C#N
44	-1.09	1.2	4.2	0.3	4.8	-3.8	-2.0[20 µM]	13.4	1.1	CCOC(=O)C1=C(N)Oc2c(oc(CO)cc2=O)C1c1ccc(F)cc1 (stereo unspecified)
45	-1.38	1.1	2.9	0.3	2.8	-11.6	-10.2	10.9	0.7	Cc1ccc(S(=O)(=O)NCC(=O)N(CC(=O)NC2CCCC2)c2ccc3c(c2)OCCO3)cc1

(cont.)
no.	smiles	KCC2 mod	Wee1 stabilizer	FXIa inh	PERK inh	Thrombin inh	KLK5 inh	Furin inh	FXIIa inh	p97 inhibitor
46	COc1ccc(/C(O)=C/C(=O)C(=O)NNC(=O)C(O)(c2ccccc2)c2ccccc2)cc1	1.58	-2.7	3.4	0.6	-17.8	0.5	-29.3[20 µM]	-1.0	4.8
47	CCn1c(COc2cccc3cccnc23)nnc1SCC(=O)OC	-0.586	2.3	-2.5	1.1	2.9	-8.2	-23.2	0.3	2.9
48	COCCCNC(=O)CC(NS(=O)(=O)c1ccc(C)cc1)c1ccco1 (stereo unspecified)	.	-1.0	-3.6	0.2	-7.4	1.3	-14.7	-6.2	4.0
49	CC(=O)c1cccc(NC(=S)Nc2ccn(Cc3cccc4ccccc34)n2)c1	0.27	2.8	-2.5	0.3	1.6	-0.4	-22.6	4.0	12.2
50	CC(=O)c1c(C)nn(-c2ccccc2)c1C	-0.729	-2.8	1.6	1.0	-3.2	-4.0	-4.5	11.4	0.1
51	Cc1cccc(CSc2ncccc2C(=O)O)c1	-1.42	-2.7	-16.2	0.7	-4.8	-5.6	0.4	-2.6	-1.5
52	OC(COc1cc(Cl)c(Cl)cc1Cl)CN1CCN(c2ncccn2)CC1 (stereo unspecified)	0.554	0.9	-4.0	1.3	0.9	-6.0	-16.6	4.5	3.7
53	Nn1c(SCC(=O)NC2CCCC2)nnc1-c1ccccc1F	-0.597	-1.7	-5.7	0.8	-3.7	-8.8	-13.7[20 µM]	3.2	2.1
54	CN(Cc1nc(Cc2ccccc2F)no1)CC1(N2CCOCC2)CCCCC1	0.0649	2.3	-3.3	1.9	-4.1	.	-22.0	3.2	-0.4
